Screens deposited in PubChem BioAssay by several laboratories.
SR-BI uptake up: SR-BI HDL lipid transfer activation; CHO ldlA[mSR-BI] cells, DiI-HDL uptake fluorescence, 3 h; 100 = double the neutral-control signal; activation, % at 12.5 µM; 320,000 compounds, 0.096% hits; AID 504775;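 active means mean replicate activation of at least 60% and every replicate at or above 60%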;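 further: 0% = median plate neutral-control signal and 100% = twice that signal; values of inactives mirror those of a sister screen read the other way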
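Assay system: CHO ldlA[mSR-BI] cells, LDL receptor-null, SR-BI overexpressing; medium: Ham's F12 with 0.5% BSA, HEPES 25 mM, pH 7.4; also added: DiI-HDL 10 µg/mL; timing: 3 h uptake period with compound, 37 °C; signal: DiI fluorescence, bottom read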
Rtt109 Vps75: blocks Candida albicans Rtt109/Vps75 acetyltransferase activity | purified Rtt109/Vps75, ThioGlo CoA-SH fluorescence, 4 h | inhibition, % at 34.9 µM | 330,000 compounds, 0.16% hits;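 active means inhibition of at least 50% in every replicate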
PKA-R2B act: PKA-R2B complex activation; PKA-R2B holoenzyme dissociation, Cy5-IP20 fluorescence polarization; R2B truncated from residue 108, S112A mutant; 0% DMSO only, 100% 113 µM cGMP; AID 504700; P22694+P31323; 340,000 compounds, 0.079% hits; activation, % at 11.4 µM;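 active means activation above a cutoff set at the mean over all compounds plus 3 SD, cut at about 18% in these data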;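 further: higher means more holoenzyme dissociation and a rise in polarization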
Target sequence (P31323 whole entry, looked up, other chains not shown, the tested form may be a part): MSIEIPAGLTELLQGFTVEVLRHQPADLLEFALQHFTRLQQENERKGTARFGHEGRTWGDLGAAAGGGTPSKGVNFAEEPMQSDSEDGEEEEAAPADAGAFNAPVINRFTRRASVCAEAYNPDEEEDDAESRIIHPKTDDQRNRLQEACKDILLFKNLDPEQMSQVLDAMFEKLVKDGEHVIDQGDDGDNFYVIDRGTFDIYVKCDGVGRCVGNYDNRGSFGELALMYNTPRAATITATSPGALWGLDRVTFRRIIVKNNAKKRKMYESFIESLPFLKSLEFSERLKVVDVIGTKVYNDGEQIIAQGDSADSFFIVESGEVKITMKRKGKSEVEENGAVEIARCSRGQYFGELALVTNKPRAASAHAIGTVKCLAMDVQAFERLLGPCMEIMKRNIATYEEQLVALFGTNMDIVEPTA
Keap1 Nrf2 FP: inhibitors of human Keap1-Nrf2 protein-protein interaction | Q14145 | AID 504523 | inhibition, % at 9.4 µM | Keap1 Kelch-Nrf2 peptide fluorescence polarization, 1536-well | 340,000 compounds, 0.15% hits; in the data active means inhibition above about 12%;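 further: human Keap1 Kelch domain with fluorescein labeled Nrf2 9mer peptide probe; 0% = neutral control wells and 100% = peptide positive control; higher means more block of Keap1 binding to Nrf2 peptide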
DAGLB inh: diacylglycerol lipase beta (human) inhibition. HEK293T DAGLB membrane lysate, EnzChek fluorogenic substrate. AID 504411. inhibition, % at 5.17 µM. 340,000 compounds, 0.059% hits. Q8NCG7; in the data active means inhibition above about 34%;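 further: 0% = enzyme with vehicle and 100% = wells lacking enzyme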
Target sequence (Q8NCG7 whole entry, looked up): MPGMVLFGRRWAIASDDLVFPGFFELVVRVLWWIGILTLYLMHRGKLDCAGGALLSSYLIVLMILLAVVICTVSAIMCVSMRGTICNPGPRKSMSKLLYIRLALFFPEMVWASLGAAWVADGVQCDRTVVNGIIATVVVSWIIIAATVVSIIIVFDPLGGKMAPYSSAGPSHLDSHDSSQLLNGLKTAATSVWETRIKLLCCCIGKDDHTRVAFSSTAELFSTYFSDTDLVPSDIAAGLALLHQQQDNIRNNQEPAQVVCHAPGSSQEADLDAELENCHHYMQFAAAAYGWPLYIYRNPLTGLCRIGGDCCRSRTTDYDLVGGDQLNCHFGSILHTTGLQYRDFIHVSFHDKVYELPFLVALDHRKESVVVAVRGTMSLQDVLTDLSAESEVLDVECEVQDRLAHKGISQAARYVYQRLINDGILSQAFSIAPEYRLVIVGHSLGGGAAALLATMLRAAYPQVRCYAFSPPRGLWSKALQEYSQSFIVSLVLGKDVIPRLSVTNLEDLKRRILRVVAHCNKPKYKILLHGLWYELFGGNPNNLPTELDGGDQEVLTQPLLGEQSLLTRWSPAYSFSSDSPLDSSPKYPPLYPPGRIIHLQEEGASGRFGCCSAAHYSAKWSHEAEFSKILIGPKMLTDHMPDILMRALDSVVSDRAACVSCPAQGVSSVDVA
CAL PDZ FP-1: inhibitors of human CAL PDZ peptide binding; Q9HD26; purified CAL PDZ, TMR-peptide fluorescence polarization, 1 h; inhibition, % at 20 µM; 330,000 compounds, 0.02% hits; AID 504414;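 active means highest replicate inhibition of at least 40%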;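 further: plate controls were DMSO neutral control wells for no effect and unlabeled competitor peptide control wells for full effect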
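Material: tagged CAL PDZ protein CerCALP, purified; buffer or medium: sodium phosphate/NaCl buffer pH 7.4 with TCEP, IgG, Thesit; also added: fluorescent TMR peptide probe; schedule: 1 h incubation at room temperature before polarization reading; technique: fluorescence polarization from S- and P-plane intensities, G-factor corrected; control set: unlabelled peptide and DMSO controls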
Cardiac RTF inh: cardiac RTF calcium desensitization. 340,000 compounds, 0.12% hits. P19429+P45379. IANBD-labeled cardiac RTF, Ca2+ fluorescence. inhibition, % at 7.15 µM. AID 493244;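 active means inhibition above the mean inhibition of all tested compounds plus 3 SD, cut at about 17% in these data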;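 further: assay run at fixed EC70 calcium of 1.6 mM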
CAL PDZ FP-2: blocks peptide binding to the human CAL PDZ domain; Q9HD26; purified CAL PDZ, TMR-peptide fluorescence polarization, 1 h; inhibition, % at 24.9 µM; 300,000 compounds, 0.92% hits; AID 602252;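 active means mean inhibition of at least 30% with at least half of replicates also reaching 30%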;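 further: 0% = DMSO neutral control and 100% = excess unlabeled competitor peptide PRC23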
cardiac RTF act: cardiac RTF calcium sensitization; P19429+P45379; 340,000 compounds, 0.24% hits; IANBD-labeled TnC RTF fluorescence at EC20 calcium; 0% EC20 calcium, 100% full calcium; activation, % at 7.2 µM; AID 493008;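 active means activation above the mean over all tested compounds plus 3 SD, cut at about 30% in these data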;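 further: rise in fluorescence read as greater calcium sensitivity of cardiac thin filaments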
C-LANA FP: inhibitors of KSHV LANA C-terminal domain DNA binding | MBP-C-LANA/FAM-LBS DNA binding, fluorescence polarization | inhibition, % at 9 µM | 340,000 compounds, 0.078% hits | AID 504423;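 active means highest replicate inhibition at or above 60% at 9 µM, even if other replicates fall short; inactive means all replicates below 60% inhibition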;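 further: 0% = neutral control wells and 100% = 4 µM acridine orange control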
* = called active by the depositor; . = not tested or not shown. No enrichment for hits. About 1.6% of those tested had a hit in this group.

Order of values: SR-BI uptake up | Rtt109 Vps75 | PKA-R2B act | Keap1 Nrf2 FP | DAGLB inh | CAL PDZ FP-1 | Cardiac RTF inh | CAL PDZ FP-2 | cardiac RTF act | C-LANA FP
Nc1nncn1C(=O)CCCOc1ccccc1
    -11 | 11 | 7 | -1 | -4 | -0.7 | -1 | -5 | 3 | 0.4
CCCNc1ncccc1C(N)=O
    1 | -2 | 0 | 3 | 0 | -0.8 | -7 | 9 | 2 | 1.2
CN1C(C(=O)NCc2ccco2)CC2Cn3c(nc4cc(Cl)c(Cl)cc43)C21 (centres undefined)
    5 | -8 | -12 | -6 | 2 | 0.5 | 3 | -2 | 4 | 2.6
Cc1cccc(NC(=S)NCc2ccc3c(c2)OCO3)c1
    14 | -3 | 5 | 3 | -1 | -2.4 | 3 | -2 | 0 | -1.6
CCc1ccc(NC(=O)C2CCCN(S(C)(=O)=O)C2)cc1 (centres undefined)
    13 | -8 | 7 | 0 | -2 | -0.6 | -1 | -2 | -6 | -1.1
O=S(=O)(c1ccc(NC(=S)N/N=C/c2ccc(Oc3ccccc3)cc2)cc1)N1CCOCC1
    -27 | 1 | -4 | 1 | -1 | -0.1 | -8 | -5 | 3 | 1.3
COc1cccc(CNC(=O)c2ccc(NC(=O)CC3SC(N4CCCCC4)=NC3=O)cc2)c1 (centres undefined)
    -42 | 9 | 5 | -2 | -3 | -1.3 | -2 | . | 2 | 0.8
CC(/C=C/c1ccccc1)=N\NC(=O)c1ccc(Br)cc1
    9 | 7 | -9 | 2 | -4 | 0.6 | -1 | 4 | -1 | -0.7
Cc1cc(NCc2ccc(F)cc2Cl)n2nnnc2n1
    -2 | -6 | -7 | 0 | -3 | -1.5 | -4 | . | -8 | -0.6
COc1ccc(N2CCN(C(=O)CN(C3CCCCC3)S(C)(=O)=O)CC2)cc1
    34 | 6 | -16 | -2 | -1 | -0.3 | -4 | 1 | -2 | -0.5
COc1ccccc1CCC(=O)N1CCN(C(=O)c2ccccc2)CC1
    9 | 13 | -15 | -3 | -2 | -2.1 | 4 | 3 | -1 | -1.4
COC(=O)c1ccc(-c2c(-c3ccccc3)ncc3cc(OC)c(OC)cc23)cc1
    -1 | 17 | -5 | -4 | -2 | 0.6 | 4 | 1 | -15 | -0.8
Cc1cc(SCC(=O)OCC(=O)NC(C)c2ccccc2)c(C)cc1Br (centres undefined)
    19 | 4 | -14 | -7 | -6 | 0.0 | -10 | -1 | 2 | -2.4
Cc1oc(C(C)(C)C)cc1C(=O)Nc1ccc(N2CCOCC2)cc1
    -36 | -2 | -3 | -4 | 1 | -0.2 | -5 | 7 | -1 | -1.0
O=C(CNc1cccc2ccccc12)N/N=C/c1cccc(Oc2ccccc2)c1
    -9 | -2 | -4 | 1 | -4 | -1.6 | -12 | 2 | 0 | 1.5
N#Cc1nc(-c2ccco2)oc1N1CCN(C(c2ccccc2)c2ccccc2)CC1
    1 | 35 | -10 | 1 | -5 | -2.1 | -1 | -2 | 7 | -1.0
Nc1ccnc(=O)[nH]1
    26 | 13 | -9 | 0 | -1 | 0.0 | -11 | -1 | -2 | -0.3
CC(=O)N1CCN(C(=S)c2cccc([N+](=O)[O-])c2)CC1
    4 | 6 | -1 | 0 | 0 | -1.8 | 9 | -3 | -1 | -0.1
CCN(CC)CCNC(=O)NC1CCCCC1
    34 | 6 | 5 | -7 | 0 | 0.0 | -6 | . | 2 | 0.0
Cc1cc(Cl)c(S(=O)(=O)N2CCCCCC2)cc1OCC(N)=O
    3 | -4 | -10 | -5 | -2 | -2.0 | -1 | 0 | -1 | -0.7
CC1(C)[C@H]2CC=C(CN3CCC(N4CCC(C(=O)N5CCCC5)CC4)CC3)[C@@H]1C2
    . | -8 | 6 | -2 | -1 | -1.8 | -3 | 5 | -1 | -1.1
CCCn1c(SCC(=O)N2CCCC(C)C2)nnc1-c1ccccn1 (centres undefined)
    -4 | 6 | 7 | -4 | -3 | -0.5 | -1 | . | 2 | 0.0
CC(=O)c1ccc(-c2ccc(C(=O)N3CCN(c4ccc(F)cc4)CC3)o2)cc1
    -37 | 2 | -3 | 5 | -2 | -0.6 | -7 | . | 0 | -1.3
COc1ccc(N(C(=O)COc2cccc(C)c2)S(=O)(=O)c2ccc(C)cc2)cc1
    42 | 20 | -15 | -7 | -9 | -0.1 | -14 | 1 | -6 | -0.7
COc1ccc2nc(NC3=NCCC3)sc2c1
    15 | 4 | 2 | 4 | -2 | -0.1 | -3 | -3 | -5 | -0.1
Cn1nc(C(=O)NCc2cccs2)c2ccccc2c1=O
    . | -1 | -6 | -1 | -3 | -2.3 | 1 | -3 | -1 | 2.4
Cn1c(-c2ccc(F)cc2)cnc1NCc1cc2c(cc1[N+](=O)[O-])OCO2
    -13 | 18 | 2 | -7 | 4 | 0.1 | 7 | -6 | 1 | 0.0
O=C(N=Nc1c(O)n(Cc2ccccc2)c2ccccc12)c1ccncc1
    . | 20 | 0 | -1 | 5 | -1.9 | 5 | 0 | -4 | -2.0
COc1ccccc1CC(=O)Nc1ccc(S(=O)(=O)N2CCCC2)cc1
    . | 1 | -8 | -2 | -3 | -3.1 | -2 | 0 | -7 | -0.7
O=C(Nc1ccc(Cl)c(Cl)c1)N(Cc1cccnc1)Cc1ccco1
    0 | -10 | -4 | -4 | -4 | -1.1 | 5 | -1 | 1 | 1.9
CCN(CC(=O)Nc1c(F)cccc1F)C(=O)/C=C/c1c(C)nn(-c2ccc(F)cc2)c1C
    -64 | 3 | -3 | 0 | 0 | -2.7 | -4 | -2 | -12 | -0.9
Cc1nn(C)cc1CN(C)C(=O)c1ccc(OC2CCN(Cc3ccccn3)CC2)cc1
    8 | 4 | -3 | 1 | -2 | -2.6 | 1 | -2 | 2 | 0.7
O=C1c2cccc3cccc(c23)C(=O)N1c1cccc(O)c1
    -3 | 0 | 0 | 0 | 0 | -8.8 | -6 | . | 2 | 0.3
CS(=O)(=O)n1nc(-c2ccc(Cl)cc2)nc1N
    14 | 8 | -8 | 4 | -1 | . | -13 | -4 | 4 | -0.1
C=CCN1C(=O)/C(=C\c2cc(Br)c(OCc3ccccn3)c(OC)c2)SC1=S
    -8 | . | 0 | -3 | -3 | -0.6 | -16 | -6 | -3 | -0.2
COCCNC(=O)C(=O)N/N=C/c1ccccc1C(F)(F)F
    1 | -5 | -13 | 0 | 0 | -1.3 | -11 | 1 | -2 | 2.0
COC(=O)c1[nH]c2cccc(OC)c2c1NC(=O)CN1CCOCC1
    8 | 1 | -3 | -1 | 0 | -2.1 | -6 | -1 | -8 | 1.1
CC12CC3(C)CC(C)(C1)CC(C(=O)NCc1ccccn1)(C2)C3
    10 | 7 | 3 | -2 | 1 | -6.3 | -4 | . | -5 | 0.3
CCOC(=O)CSc1nc2ccccc2c(=O)n1-c1ccc(C(=O)NCCOC)cc1
    -9 | 8 | -1 | -7 | 2 | -1.1 | -3 | . | -2 | -1.6
CCCCOc1ccc(C(=O)NCC(=O)NCCOc2ccccc2)cc1
    18 | -1 | 7 | 2 | -1 | -1.7 | -5 | 10 | -3 | 1.7
CN(C)P(=NC(=O)COc1ccc(Cl)cc1Cl)(N(C)C)N(C)C
    8 | -8 | 5 | 1 | 4 | -1.5 | -2 | . | 0 | -0.7
CCCCC(CC)CN1C(=O)/C(=C/c2ccncc2)SC1=S (centres undefined)
    -6 | -4 | 8 | -1 | -2 | -2.1 | -8 | -1 | 6 | 0.4
CCCc1cnc(N2CCN(S(C)(=O)=O)CC2)nc1
    8 | -13 | 0 | -1 | 1 | -0.2 | -7 | -5 | 2 | -0.8
COc1ccc(S(=O)(=O)N/N=C(/C)c2ccc(Cl)cc2)cc1
    19 | 10 | 3 | -1 | -2 | -1.5 | -11 | . | 0 | -1.3
CC(C)C(C)NC(=O)CN1C(=O)NC2(CCc3ccccc3C2)C1=O (centres undefined)
    -13 | -2 | 5 | -1 | 0 | -0.1 | 2 | -4 | 2 | -0.1
CC(=O)Nc1ccc(NC(=O)COC(=O)c2ccc([N+](=O)[O-])o2)cc1
    -10 | 2 | 0 | 1 | 1 | -0.9 | 1 | . | -7 | -0.4
Cn1cnc2nc3n(c2c1=O)CCC3
    13 | 2 | 4 | -1 | -6 | -0.2 | -5 | -1 | -3 | -0.2
Cc1ccccc1OCC(=O)NC(=S)Nc1cccc2cc(O)ccc12
    1 | 4 | -18 | -3 | -5 | -0.6 | 2 | -3 | -3 | -0.7
COC(=O)c1ccc(NC(=O)C2CCCN2S(=O)(=O)c2ccc(C)cc2)cc1 (centres undefined)
    3 | 9 | 4 | -3 | -1 | -1.4 | 0 | 4 | 6 | 0.4
CN(C)S(=O)(=O)c1ccc(-c2ccccc2)cc1
    -3 | -5 | -6 | -1 | -5 | -0.8 | -2 | -1 | 0 | -0.3
O=C(c1ccco1)N1CCN(c2ncnc3scc(-c4ccccc4)c23)CC1
    -19 | 5 | -6 | 3 | 2 | -4.8 | 1 | -4 | -2 | -1.2
COC(=O)c1[nH]c2cccc(C)c2c1NC(=O)CN1CCCc2ccccc21
    -12 | -7 | -12 | 0 | 2 | -1.3 | -9 | 0 | 3 | -0.2
O=C(CCn1c(=S)[nH]c2ccccc2c1=O)NCCc1ccc(Cl)cc1
    -23 | -8 | 4 | 0 | 1 | -0.8 | -3 | -2 | -1 | 1.3
CCCCS(=O)(=O)Nc1ccc(C(=O)NCC2CCCO2)cc1 (centres undefined)
    2 | -2 | -1 | -5 | -1 | -0.6 | -12 | -4 | 2 | -1.9
CCOC(=O)/C=C/[C@H]1CC(c2ccccc2)(c2ccccc2)CO1
    6 | -5 | -7 | -1 | -7 | -0.1 | -7 | 3 | 1 | -0.5
COc1ccccc1CN(C)CC(=O)Nc1ccc(Cl)cc1C(F)(F)F
    -6 | 2 | -17 | 0 | -28 | -0.8 | 18* | -1 | 3 | 0.8
COC(=O)c1c(C(=O)OC)c(-c2cccc(Cl)c2)n2c1CS(=O)C2 (centres undefined)
    11 | . | 2 | -1 | -1 | -0.1 | -8 | 5 | 10 | 0.6
O=C(COc1cc2oc(=O)cc(-c3ccccc3)c2cc1Cl)NCc1ccccn1
    13 | -14 | 6 | 5 | -7 | -6.0 | -7 | -8 | -2 | 0.0
